# GPR151 activ: human GPR151 activation. PathHunter beta-arrestin GPR151 cells, luminescence. activation, % at 11.2 µM. 1% of 650,000 active. Q8TDV0. AID 1508602; in the data active = activation above about 4.9%;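 note: 0% = median of compound wells and 100% = cells with positive control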
# Target sequence (Q8TDV0 whole entry, looked up): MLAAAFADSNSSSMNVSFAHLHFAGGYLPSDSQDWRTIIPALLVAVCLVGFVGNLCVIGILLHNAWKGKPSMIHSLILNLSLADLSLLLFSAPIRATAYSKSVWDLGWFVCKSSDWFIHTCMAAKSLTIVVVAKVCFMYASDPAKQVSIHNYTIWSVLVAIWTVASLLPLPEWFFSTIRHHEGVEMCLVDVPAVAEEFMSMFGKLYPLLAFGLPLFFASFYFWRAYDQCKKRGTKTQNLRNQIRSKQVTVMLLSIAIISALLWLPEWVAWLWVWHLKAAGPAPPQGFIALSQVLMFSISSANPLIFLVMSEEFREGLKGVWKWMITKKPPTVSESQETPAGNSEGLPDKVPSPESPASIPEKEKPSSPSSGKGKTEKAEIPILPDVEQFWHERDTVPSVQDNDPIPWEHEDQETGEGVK
# MITF primary: inhibitors of human MITF; O75030; AlphaScreen MITF homodimerization, bead proximity signal; inhibition, % at 2.6 µM; 0.91% of 650,000 active; in the data active = inhibition above about 50%;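 note: 0% = vehicle wells with protein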
# TEAD-YAP block: TEAD-YAP interaction inhibition | 1.4% of 640,000 active | HEK-TIYL cells, TEAD-Gal4/YAP UAS-luciferase luminescence | AID 1259422 | inhibition, % at 9.12 µM; in the data active = inhibition above about 32%;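 note: 0% = median of test compound wells and 100% = reference inhibitor wells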
# FBW7 act: human FBW7 E3 ligase activation, primary screen; Q969H0; AlphaScreen FBW7–phospho-cyclin E peptide binding, activator screen; normalized activity (activation), % at 26.1 µM; 0.13% of 650,000 active; in the data active = normalized activity above about 1.9%;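 note: purified mutant Fbw7 with reduced substrate affinity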
# Target sequence (Q969H0 whole entry, looked up): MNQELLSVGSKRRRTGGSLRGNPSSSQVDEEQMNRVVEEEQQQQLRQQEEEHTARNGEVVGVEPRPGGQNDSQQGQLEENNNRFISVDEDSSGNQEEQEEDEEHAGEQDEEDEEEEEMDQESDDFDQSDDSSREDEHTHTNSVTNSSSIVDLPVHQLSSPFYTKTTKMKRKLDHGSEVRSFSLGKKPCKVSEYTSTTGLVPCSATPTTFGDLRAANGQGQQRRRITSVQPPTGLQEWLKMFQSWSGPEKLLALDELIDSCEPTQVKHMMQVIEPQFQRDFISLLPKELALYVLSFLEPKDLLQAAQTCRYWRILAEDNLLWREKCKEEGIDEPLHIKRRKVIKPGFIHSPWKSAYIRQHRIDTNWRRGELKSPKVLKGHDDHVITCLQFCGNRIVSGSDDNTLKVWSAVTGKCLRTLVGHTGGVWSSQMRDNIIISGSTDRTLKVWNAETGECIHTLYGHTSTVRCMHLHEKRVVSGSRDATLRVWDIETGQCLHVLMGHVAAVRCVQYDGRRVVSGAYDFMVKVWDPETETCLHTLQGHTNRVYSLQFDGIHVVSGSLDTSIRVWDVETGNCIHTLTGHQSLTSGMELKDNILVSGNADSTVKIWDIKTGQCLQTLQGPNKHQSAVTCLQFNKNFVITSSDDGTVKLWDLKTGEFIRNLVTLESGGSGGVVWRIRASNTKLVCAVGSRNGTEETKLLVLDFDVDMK
# * = called active by the depositor. An unsorted share of the library; any-hit rate near 3.5%.
SMILES,GPR151 activ,MITF primary,TEAD-YAP block,FBW7 act
CC(C)OCCNC(=O)CCc1nnc(CCc2c[nH]c3ccccc23)o1,0.0,1.2,-22.4,0.0
Cc1c(Cl)cccc1NC(=O)C(=O)NNC(=O)c1ccc(C(C)(C)C)cc1,0.2,-7.5,15.0,-0.1
CCC(CC)NCc1cc(OC)c(OC)cc1OC,1.8,22.8,-8.0,0.0
COc1ccc2[nH]c3c(=O)n(/N=C/c4ccccc4)c(C)nc3c2c1,0.9,-9.4,3.2,-0.1
Cc1nn(C)c(C)c1-c1nc(NCCCN2CCCC2=O)c2ncn(-c3ccsc3)c2n1,-0.7,15.6,55.9*,-0.1
CCOC(=O)c1c(-c2ccc(F)cc2)csc1NC(=O)CSc1n[nH]c(N)n1,1.6,2.8,24.4,0.1
COC(=O)C1=C(C)N(C(C)c2ccccc2)C(=O)C1 (stereo unspecified),0.2,-0.2,2.2,0.0
CCOc1ccc(Nc2nc(NCCC3=CCCCC3)nc(N3CCCC3)n2)cc1,-1.0,5.7,4.4,-0.2
COc1ccccc1CNc1ccc(C(=O)Nc2ccc(C(F)(F)F)cc2)cc1[N+](=O)[O-],2.9,0.6,7.7,-0.1
Cc1nnc2c(N3CCN(c4ncccn4)CC3)nc3ccccc3n12,-0.3,5.5,2.5,0.5
O=C(CCCn1c(=S)[nH]c2ccccc2c1=O)N1CCc2ccccc21,-0.6,-7.7,-9.6,-0.1
COCCCN1C(=O)CC(CC(=O)NC(C)c2cn(C)nc2C)(c2ccccc2C)C1=O (stereo unspecified),0.5,-3.5,-4.8,0.5
CSc1ccc(C2C3=C(CC(C)(C)CC3=O)Nc3ccc4ccccc4c32)cc1 (stereo unspecified),1.8,-14.1,0.7,0.0
C(=Nc1ccc2c(c1)OCCO2)c1ccc(OC2CSC2)cc1,1.0,10.7,44.9*,1.4
COC(=O)C1=CN(Cc2ccc(OC)c(OC)c2)C=C(C(=O)OC)C1c1ccc(OCc2ccccc2)c(OC)c1,1.3,-13.9,-18.6,0.2
O=C1CCCN1c1ccc(C(=O)N2CCc3ccccc32)cc1,2.8,8.8,-29.7,0.0
CC(=O)N1CCN(C(=O)CCC2(Cc3ccc(-c4ccccc4)cc3)CCC(=O)N2)CC1 (stereo unspecified),-1.0,9.1,-1.1,-0.1
CCCc1cc2c(cc1NC(=O)c1cc(F)c(F)cc1Cl)OCO2,0.5,8.4,-4.9,0.1
COc1ccc(C(=O)NNC(=O)COC(=O)c2ccc(Cl)cc2N)cc1,1.8,-2.4,4.7,-0.1
Cc1cc2c(c(=O)o1)C(c1cccc3ccccc13)C(C#N)=C(N)O2 (stereo unspecified),0.3,-4.0,-11.1,-0.1
CCNS(=O)(=O)c1ccc(NC(=O)c2ccc(Cl)cc2[N+](=O)[O-])cc1,0.1,-9.5,-3.8,-0.2
Cc1ccc(S(=O)(=O)N(C)CC(=O)Nc2ccccc2Br)cc1,-1.0,-15.1,-0.3,-0.2
O=C1N[C@H](Cc2ccc(O)cc2)C(=O)N2CCN(C(=O)c3cccc(Cl)c3)C[C@H]12,0.9,-5.5,5.9,-0.2
O=C(NC1CCCCC1)c1cc(-c2ccc(O)cc2)on1,0.1,-9.4,17.7,0.1
O=C(OCc1ccccc1)N1CCN2C(=O)[C@@H]3CCCN3C(=O)[C@H]2C1,0.8,2.0,-4.8,0.1

# Pulled by compound from the entries so far:
SMILES,GPR151 activ,MITF primary,TEAD-YAP block,FBW7 act
CCNS(=O)(=O)c1ccc(NC(=O)c2ccc(Cl)cc2[N+](=O)[O-])cc1,0.1,-9.5,-3.8,-0.2
COC(=O)C1=CN(Cc2ccc(OC)c(OC)c2)C=C(C(=O)OC)C1c1ccc(OCc2ccccc2)c(OC)c1,1.3,-13.9,-18.6,0.2
CCOc1ccc(Nc2nc(NCCC3=CCCCC3)nc(N3CCCC3)n2)cc1,-1.0,5.7,4.4,-0.2

# The listing picks up, starting 2 compounds before the break.
SMILES,GPR151 activ,MITF primary,TEAD-YAP block,FBW7 act
O=C(NC1CCCCC1)c1cc(-c2ccc(O)cc2)on1,0.1,-9.4,17.7,0.1
O=C(OCc1ccccc1)N1CCN2C(=O)[C@@H]3CCCN3C(=O)[C@H]2C1,0.8,2.0,-4.8,0.1
CCCCCCOC(=O)C1=C(C)NC(=O)NC1c1ccc(Cl)cc1Cl (stereo unspecified),-0.2,-13.2,-0.4,-0.2
O=C(Nc1ncc(Cc2ccc(F)cc2)s1)c1ccccc1Cl,3.6,-1.5,-6.3,-0.3
COc1ccc(C2C(C(=O)OC3CCCC3)=C(C)NC3=C2C(=O)CC(C)(C)C3)cc1OC (stereo unspecified),-2.2,-6.3,8.4,-0.1
CCS(=O)(=O)N1Cc2ccccc2CC1C(=O)Nc1ccc2c(C)cc(=O)oc2c1 (stereo unspecified),-1.7,2.3,-31.8,-0.3
O=C(CNc1ccc(Cl)cc1)NNC(=S)NCc1ccccc1,0.3,12.4,-0.7,0.1
CCCNC(=O)Cn1cnc2sc(C(=O)NC(C)C)c(C)c2c1=O,1.4,3.9,2.6,0.0
COCCNC(=O)Cc1cn(Cc2ccc(Cl)cc2)c2ccccc12,0.1,5.7,-1.7,0.0
CC1CN(c2ccc(Cl)cc2[N+](=O)[O-])CCN1S(=O)(=O)c1ccccc1 (stereo unspecified),1.6,7.7,-5.2,-0.3
Cc1ccc(S(=O)(=O)NC2=CC(=O)CC(C)(C)C2)cc1,-0.9,-4.6,6.0,0.1
O=[N+]([O-])c1cccc(CSc2nnc(-c3ccccn3)o2)c1,0.8,-6.4,-13.5,0.0
CNc1cnn(C2CCCCC2)c(=O)c1Cl,-0.7,11.2,-12.0,0.2
CCCc1ccc2c(N)c(C(=O)c3ccc(C(=O)c4sc5nc(CCC)ccc5c4N)cc3)sc2n1,0.1,12.2,-8.0,0.5
Cc1ccc(CN2CCN(CC(=O)NCc3ccc(F)cc3)C2=O)cc1,0.1,-10.8,-2.5,-0.1
CCOc1c(N2CCCCC2C(=O)N2CCc3ccccc32)c(=O)c1=O (stereo unspecified),0.2,10.0,3.7,-0.1
COc1ccc(CCc2nnc(CCC(=O)NC(C)c3ccc(Cl)cc3)o2)cc1 (stereo unspecified),-0.7,-4.5,-19.5,0.2
Cn1c(SC/C=C/c2ccccc2)nnc1-c1cccnc1,0.6,-53.2,9.4,0.1
c1cnc(Nc2nc3ncnc(Nc4ccc(N5CCOCC5)cc4)c3[nH]2)nc1,-1.6,16.9,53.4*,-0.3
C=CCC1(CC=C)CCCN1C(=O)Cn1nnnc1CN1CCCCCC1,-0.5,1.8,-3.2,0.1
O=C(CSc1nc(-c2ccccc2Cl)ns1)c1ccccc1,-0.4,9.4,-7.7,0.1
Cc1nn(-c2ccccc2)c2ncc(C(=O)Nc3ccccc3)c(Cl)c12,2.6,-0.9,2.9,0.6
CN1CCN(c2ccc(NC(=O)c3cccc(Br)c3)cc2)CC1,-6.1,9.6,-34.0,0.1
COc1cccc(C2N(c3cccc(OC)c3)C(=O)C3CCCN32)c1 (stereo unspecified),-0.5,5.1,2.2,0.0
O=C(Nc1ccc(Br)cc1)C1C2C=CC3(O2)C1C(=O)N(CC1CCCO1)C3C(=O)NC1CCCCC1 (stereo unspecified),0.3,12.1,16.8,0.2
Cc1ccc2c(c1)N(C(=O)N1CCC(C(=O)NCc3ccccc3C)CC1)CC(C)O2 (stereo unspecified),-1.2,-2.5,3.5,0.1
Cc1cc(C(=O)NCCc2ccccc2)on1,-1.5,-13.9,-12.4,-0.1

# Going on with the list:
SMILES,GPR151 activ,MITF primary,TEAD-YAP block,FBW7 act
Cc1nc(-c2ccc(NC(=O)c3ccc(C)c(C)c3)cc2)cs1,-1.4,1.6,-63.6,-0.2
Cc1cc(C)n(CC(=O)N2c3ccccc3Sc3ccc(C(F)(F)F)cc32)n1,0.7,-1.8,-4.1,0.0
O=C1C2CC=C(Cl)CC2C(=O)N1c1ccc([N+](=O)[O-])cc1O (stereo unspecified),1.7,-12.1,-9.5,-0.1
O=C1CC(Nc2ccc(N3CCOCC3)cc2)C(=O)N1CCc1ccccc1 (stereo unspecified),1.6,-8.2,-1.7,0.0
CCN(CCN(C)C)Cc1ccc(F)cc1,0.3,60.0*,-3.9,-0.1
Cc1cc2cc(CNC(=O)NC3CC(=O)N(c4ccc(C)c(C)c4)C3)ccc2[nH]1 (stereo unspecified),-0.6,-10.5,8.4,0.0
O=C(CN1C(=O)C(=O)c2ccccc21)OCc1cccc(Br)c1,1.2,-12.2,-7.3,-0.1
COCCCC1CCN(C(=O)CCc2nnc(CCc3ccccc3)o2)CC1,0.8,2.4,-46.3,0.1
CCCC1CCC(C(=O)Nn2c(-c3ccc(C(C)(C)C)cc3)nc3ccccc3c2=O)CC1 (stereo unspecified),-0.6,12.5,4.2,0.3
O=C(Nc1ccccc1)c1cc2cc(Br)ccc2oc1=Nc1ccc(C(F)(F)F)cc1,1.0,2.6,-7.4,-0.1
Cc1ccccc1OCC(=O)OCC(=O)NCC1CCCO1 (stereo unspecified),-0.5,14.1,-10.7,0.2
Fc1ccccc1CNc1ccc(N2CCOCC2)cc1,-0.4,36.3,-29.7,-0.1
Cc1ccc(-c2cc(C(F)(F)F)n3ncc(C(=O)Nc4cccc(C)c4C)c3n2)cc1,0.5,-1.2,-4.6,-0.1
Cc1ccc(Cl)c(NC(=O)CSc2n[nH]c(=O)n2C2CC2)c1Cl,-2.1,10.7,-2.3,0.9
CCn1c(SCC(=O)Nc2ccc(OC)cc2N)nnc1-c1ccc(Cl)cc1,0.0,-10.2,1.0,-0.1
CCNC(=O)c1cc2c(=O)n3ccccc3nc2n(CCOC)c1=N,0.5,5.4,3.3,-0.1
Cc1ccc(Nc2nc(-c3ccc(S(=O)(=O)N4CCOCC4)cc3)cs2)cc1C,0.8,-5.2,5.8,-0.1
Cc1nc2c(c(=O)[nH]1)CN(Cc1ccc(F)c(F)c1)CC2,0.2,7.8,-7.4,-0.1
Cc1cccnc1CCNC(=O)CCc1nnc(-c2ccccc2)o1,0.5,15.5,-5.8,0.1
OCCCNc1cc(-c2ccncc2)nc(-c2ccccn2)n1,-2.1,0.6,8.6,-0.6
CN(C)c1ccc(C2Nc3ccccc3C(c3ccccc3)(c3ccccc3)O2)cc1 (stereo unspecified),-0.8,7.4,-1.2,-0.2
COc1ccc(N2CCN(c3ccc(Br)cn3)CC2)cc1,1.1,5.3,-8.1,-0.4
CC(C)n1cnc2c(Nc3ccc4c(c3)OCO4)nc(Nc3ccc(N4CCOCC4)cc3)nc21,1.6,17.2,8.6,-0.1
Cc1ccc2c(c1)-c1c(cnn1CC(=O)N1CCN(Cc3ccc4c(c3)OCO4)CC1)CO2,2.2,-7.7,29.3,-0.1
COc1cc(C(=O)ON=C2C(C)=CC(=O)C=C2C)cc(OC)c1OC,-0.3,-4.7,12.6,-0.1

# Further compounds
SMILES,GPR151 activ,MITF primary,TEAD-YAP block,FBW7 act
COc1cccc(CN2CCN(C3CCOCC3)CC2CCO)c1 (stereo unspecified),-0.4,2.2,3.3,0.0
Cc1c(N(C)S(=O)(=O)c2cc([N+](=O)[O-])ccc2Cl)c(=O)n(-c2ccccc2)n1C,3.2,-4.3,-12.3,0.0
COc1ccc(C(=O)N/C(=C/c2ccc([N+](=O)[O-])cc2)C(=O)Nc2cc(Cl)cc(Cl)c2)c(Cl)c1,0.0,8.8,-19.0,0.3
CC1(C)CC(NC(=O)c2ccccn2)CC(C)(C)N1,0.5,-10.0,-10.0,0.0
CSC1=NCCN1C(=O)c1ccccc1Br,-1.1,18.2,-1.1,0.2
NC(=O)c1ccccc1NC(=O)CCn1c(=S)oc2ccccc21,7.8*,15.1,-0.5,-0.1
COc1ccc(C2C(C(=O)N3CCCC3)CC(=O)N2c2ccc(OC)cc2)cc1 (stereo unspecified),0.0,-16.7,3.6,-0.3
Cc1ccc(S(=O)(=O)Nc2ccc(Cl)c(N3CCCS3(=O)=O)c2)cc1C,0.2,-6.5,7.4,-0.1
O=C(NCc1ccccc1Cl)c1cc(=O)[nH]c2ccc(S(=O)(=O)N3CCCC3)cc12,0.2,-1.2,-3.5,-0.1
CCOC(=O)C1CCCN(C(=O)c2cc3c(=O)n4ccccc4nc3n2C)C1 (stereo unspecified),0.2,11.2,9.7,0.4
Cc1c(C(=O)c2ccncc2)c2ccccn2c1CCC#N,1.5,7.8,-7.5,0.3
COc1ccccc1-c1nc2cnccn2c1NCc1ccco1,4.4,2.0,-1.0,-0.1
CCOC(=O)C1=C(C)N(c2ccc(OC)cc2)C(=O)/C1=C\c1ccc2c(c1)OCO2,-0.2,0.5,-1.1,-0.1
CCOc1cccc(CN2CCN(Cc3ccccc3F)C(CCO)C2)c1O (stereo unspecified),-1.3,3.7,6.2,0.1
COC(=O)CC(NC1CCCN(c2nc(C)c3ccc(C)cc3n2)CC1)C(=O)OC (stereo unspecified),0.1,-0.5,-3.5,-0.2
Nc1nc(N)nc(-c2ccc(Cl)cc2)n1,3.9,13.2,-44.1,0.3
COC(=O)c1ccc(NC(=O)COc2cccc3ccccc23)cc1,-2.1,-3.4,-3.7,0.0

# Filtered by structure, the entries above containing a CF3 group.
SMILES,GPR151 activ,MITF primary,TEAD-YAP block,FBW7 act
COc1ccccc1CNc1ccc(C(=O)Nc2ccc(C(F)(F)F)cc2)cc1[N+](=O)[O-],2.9,0.6,7.7,-0.1
Cc1cc(C)n(CC(=O)N2c3ccccc3Sc3ccc(C(F)(F)F)cc32)n1,0.7,-1.8,-4.1,0.0
O=C(Nc1ccccc1)c1cc2cc(Br)ccc2oc1=Nc1ccc(C(F)(F)F)cc1,1.0,2.6,-7.4,-0.1
Cc1ccc(-c2cc(C(F)(F)F)n3ncc(C(=O)Nc4cccc(C)c4C)c3n2)cc1,0.5,-1.2,-4.6,-0.1

# Screens from PubChem BioAssay.
